EPAC2 antag – EPAC2 (human) antagonism. Q8WZA2. EPAC2 GEF exchange of Rap1B-BODIPY-GDP, fluorescence. Potency, µM (series often up to 114 µM), for inactives: top-dose activity, negative = inhibition, actives largely listed as inhibitors. 0.18% of 360,000 active. AID 720708; further: potency means the concentration at half of the fitted maximal effect; on the % scale 0 is the no-effect control and ±100 the full control effect; nearly all actives have a fitted effect of over 45% in size; many of its hits are not listed in these tables
Target sequence (Q8WZA2 whole entry, looked up): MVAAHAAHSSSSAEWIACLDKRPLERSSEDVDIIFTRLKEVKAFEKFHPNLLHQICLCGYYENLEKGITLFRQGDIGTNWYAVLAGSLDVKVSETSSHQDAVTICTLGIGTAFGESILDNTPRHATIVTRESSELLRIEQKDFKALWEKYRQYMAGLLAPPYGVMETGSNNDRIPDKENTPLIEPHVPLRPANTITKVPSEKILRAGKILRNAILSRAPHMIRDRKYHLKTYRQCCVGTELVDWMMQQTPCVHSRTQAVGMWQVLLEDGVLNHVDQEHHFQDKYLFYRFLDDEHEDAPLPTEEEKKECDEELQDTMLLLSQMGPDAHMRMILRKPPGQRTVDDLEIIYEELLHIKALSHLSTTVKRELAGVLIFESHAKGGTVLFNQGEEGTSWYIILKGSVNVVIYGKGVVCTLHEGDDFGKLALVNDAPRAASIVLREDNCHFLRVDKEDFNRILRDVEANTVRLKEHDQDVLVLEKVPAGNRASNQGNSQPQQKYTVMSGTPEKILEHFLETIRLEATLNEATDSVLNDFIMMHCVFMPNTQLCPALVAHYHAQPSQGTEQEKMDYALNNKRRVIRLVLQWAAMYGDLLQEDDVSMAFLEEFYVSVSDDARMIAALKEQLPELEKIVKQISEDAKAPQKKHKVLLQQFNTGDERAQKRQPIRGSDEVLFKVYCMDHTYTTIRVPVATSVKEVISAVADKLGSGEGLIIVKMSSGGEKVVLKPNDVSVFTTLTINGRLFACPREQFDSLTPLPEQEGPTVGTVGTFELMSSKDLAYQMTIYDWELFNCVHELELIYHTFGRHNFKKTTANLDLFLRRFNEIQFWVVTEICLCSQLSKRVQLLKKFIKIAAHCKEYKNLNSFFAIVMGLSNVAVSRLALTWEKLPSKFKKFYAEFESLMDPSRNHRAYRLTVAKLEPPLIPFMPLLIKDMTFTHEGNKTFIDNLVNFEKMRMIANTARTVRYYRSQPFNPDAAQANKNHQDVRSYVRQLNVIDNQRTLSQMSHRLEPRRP
PLK1 PBD block – PLK1 (human) polo-box domain binding inhibition. Plk1 PBD binding of FITC phosphopeptide, fluorescence polarization. P53350. 2.8% of 360,000 active. Potency, µM, without a hit: max response, negative = inhibition, hits mostly inhibitors. AID 720504; further: potency means the concentration at half of the fitted maximal effect; series mostly up to about 57 µM; on the % scale 0 is the no-effect control and ±100 the full control effect; nearly all actives have a fitted effect of over 65% in size
MmCpn inh – blocks the Methanococcus maripaludis chaperonin Mm-Cpn | purified Mm-Cpn ATPase, ADP Transcreener TR-FRET | Potency, µM (highest dose often 76.9 µM), for inactives: top-dose activity, negative = inhibition, usual class: inhibitors | 0.031% of 330,000 active | AID 504842; further: potency means the concentration at half of the fitted maximal effect; on the % scale 0 is the no-effect control and ±100 the full control effect; nearly all actives have a fitted effect of over 80% in size
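Reaction buffer contained 30 mM Tris pH 7.4, 100 mM KCl, 5 mM MgCl2 and 1 mM DTT. Mm-CPN (25 nM final) hydrolysed 10 uM ATP over 30 min at 37°C; ADP was read by HTRF.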
CCT chaperon mod – changes cytosolic chaperonin activity. purified chaperonin ATPase assay, HTRF ADP detection, 30 min. activity change, % (test concentration not listed), hits read low. 0.3% of 360,000 active; in the data active means activity change below about -30%; further: on the % scale 0 is the no-effect control and ±100 the full control effect
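ATPase activity: ADP formed was measured by HTRF Transcreener (665/615 nm ratio) after 30 min at 37 deg C with 10 uM ATP. Compounds screened at one 76 uM concentration against 40 or 20 nM TRiC in Tris pH 7.4/KCl/MgCl2/DTT buffer.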
EPAC1 ag – activates human EPAC1 exchange factor; O95398; EPAC1 agonist qHTS, biochemical assay; response scale: 100% = response to 6.5 mM cAMP; Potency, µM (top dose mostly 154 µM), without a hit: at the top dose activation, hits mostly activators; 0.073% of 360,000 active; further: potency means the concentration at half of the fitted maximal effect; nearly all actives have a fitted effect of over 60% in size
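Multi-concentration qHTS readout: loss of Rap1B-bound BODIPY-GDP fluorescence driven by 100 nM EPAC1 with excess GDP (50 uM), monitored kinetically at room temperature; agonist response expressed relative to 6.5 mM cAMP.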
WRN inhibitor – inhibitors of human WRN helicase. 0.46% of 360,000 active. Potency, µM (doses to about 114 µM), without a hit: at the top dose activity change, negative = inhibition, hits mostly inhibitors. WRN helicase unwinding, fluorescent forked duplex, kinetic. AID 651768; further: potency means the concentration at half of the fitted maximal effect; on the % scale 0 is the no-effect control and ±100 the full control effect; nearly all actives have a fitted effect of over 55% in size
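WRN at 20 nM final was preincubated with compound for 15 min at room temperature; reaction started with 100 nM forked duplex oligonucleotide carrying fluorophore and quencher plus 2 mM ATP (final). Unwinding followed kinetically by red fluorescence (ex 525/em 598 nm).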
PI5P4Ka inh – inhibitors of human PI5P4K alpha; 1.2% of 330,000 active; max response, %; P48426; AID 652105; PI5P4Kalpha enzyme, ADP-Glo luminescence, 60 min; active compounds read low; active means max response of -50% or lower; inconclusive means between -30% and -50%; inactive means -30% or higher; further: value at the top dose of about 77 µM; on the % scale 0 is the no-effect control and ±100 the full control effect
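Reactions run in 0.038 M HEPES pH 7.4, 0.28 mM EGTA, 0.1% CHAPS and 5% DMSO, with PI5P4Kalpha, substrate, compound and 5 microM ATP final, one hour at room temperature. Readout is ADP-Glo luminescence.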
EPAC1 antag – EPAC1 (human) antagonism | EPAC1 GEF assay, Rap1b-BODIPY-GDP exchange fluorescence | 0.14% of 360,000 active | AID 720709 | Potency, µM (series often up to 115 µM), without a hit: at the top dose activity change, negative = inhibition, actives largely listed as inhibitors;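 further: potency means the concentration at half of the fitted maximal effect; plate controls were vehicle for no effect and positive control for full effect; nearly all actives have a fitted effect of over 50% in size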
* marks the source's active call; other numbers are inactive results; u = inconclusive; x = not tested or not shown; [ ] = another dose, or the depositor's remark. Unless noted, the call rests on the fitted dose curve; in most records, active means well fitted curve in the direction sought with a large enough effect; inconclusive means small, poorly fitted or top-dose-only effect, or another doubt; inactive means no such curve, though single readings can be large; an effect the other way counts as inactive or inconclusive.

entry	SMILES	EPAC2 antag	PLK1 PBD block	MmCpn inh	CCT chaperon mod	EPAC1 ag	WRN inhibitor	PI5P4Ka inh	EPAC1 antag
1	Cc1cccc(-n2ccc(=O)c(C(=O)Nc3ccc(S(=O)(=O)N4CCOCC4)cc3)n2)c1	3%	-10%	1%	-2.1	7%	1%	-8	-25%
2	CCn1c(SCC(=O)Nc2ncc(C(F)(F)F)cc2Cl)nnc1-c1cccc(C)c1	0%	-11%	0%	-4.7	3%	-18%	1	6%
3	COCC(=O)Nc1c(C(=O)Nc2ccc3c(c2)OCCO3)oc2ccccc12	-13%	-9%	1%	-3.1	13%	-10%	1	-15%
4	CC(=NNC(=S)Nc1cccc(Cl)c1)c1ccccn1	-14%	-6%	x	-2.5	10%	-12%	-2	-22%
5	CC(C)(C)c1ccc(-c2noc(CCC(=O)Nc3cccnc3)n2)cc1	-18%	-1%	1%	-1.3	-2%	0%	11	-29%
6	COc1ccc(C2C(C#N)=C(N)OC(C(C)(C)C)=C2C#N)cc1OC (configuration not stated)	9%[57.1 µM]	-15%	0%	-1.0	-8%	-2%	-9	-3%
7	CC1(C(=O)NCc2ccc3c(c2)OCO3)CCN1C(=O)C1(c2ccc(Cl)cc2)CC1 (configuration not stated)	-2%	-5%	x	-1.3	3%	-1%	0	-29%
8	Cc1ccc(NC(=O)Nc2nc3ccc(S(C)(=O)=O)cc3s2)cc1	6%	-7%	-4%	-2.6	3%	-6%[11.6 µM]	-12	-10%
9	CN(Cc1ccnc2ccccc12)C(=O)C1CCC(=O)N(Cc2ccccc2F)C1 (configuration not stated)	-3%	4%	-2%	-2.8	u	-3%	2	-12%
10	Cc1ccsc1C(=O)N[C@@H](C)c1nnc2ccccn12	1%	0%	1%	1.2	2%	-3%	4	-9%
11	CN1C[N+]([O-])=C(c2ccccc2)C1(C)C	4%	-3%	0%	-0.7	4%	-1%	x	1%
12	OC(CNC1CCCC1)COc1ccccc1Br (configuration not stated)	7%	-12%	1%	-2.0	4%	2%	2	-13%
13	CN(C)CCN=c1cc(-c2ccccc2)oc2ccc(Cl)cc12	-5%	-12%	-2%	-1.0	-7%	-10%	2	-7%
14	C/C(=N\NC(N)=S)c1ccc(Cl)s1	-3%	-6%	-4%	-1.8	8%	-16%	4	10%
15	Cc1cc(C)nc(N2CCCC(C(=O)NC3CCCC3)C2)n1 (configuration not stated)	9%	-1%	0%	2.0	-8%	-12%	x	5%
16	CC(NC(=O)COC(=O)c1ccc2c(c1)S(=O)(=O)N=C1CCCCCN12)C12CC3CC(CC(C3)C1)C2 (configuration not stated)	7%	-9%	0%	-1.7	-10%	-18%[57.1 µM]	-6	3%
17	CCOc1ccc(CCNC(=O)COC(=O)c2ccc(Cl)nc2)cc1OCC	0%	-7%	0%	-1.2	-5%	1%	1	-16%
18	CCOC(=O)CC1(CC(=O)OCC)NC(=O)c2c(C)sc(C(=O)OCC)c2N1	4%	5%	-6%	0.2	1%	1%	-6	-5%
19	COc1cc(OC)c2c(c1)C(=O)OC2	7%	2%	1%	-0.3	4%	0%	-6	5%
20	COc1ccc(C(=O)NNS(=O)(=O)c2ccc(OC)cc2)cc1	-8%	-1%	1%	0.3	11%	9%	0	13%
21	COc1ccc(OC)c2[nH]c(C(=O)O)cc12	-2%	-9%	-5%	-0.2	9%	-7%	x	4%
22	O=C(Cn1cnc([N+](=O)[O-])n1)NCCc1ccccc1	10%	-17%	1%	-3.6	6%	6%	-5	7%
23	Cn1cc(CN2CCC(C(=O)N3CCCCC3)CC2)c(-c2ccccc2F)n1	-10%	-6%	2%[15.4 µM]	-0.8	-1%	5%	2	-15%
24	CC(NC(=O)COC(=O)/C=C/c1ccc2c(c1)OCO2)c1ccccc1 (configuration not stated)	-9%	-26%	1%	-3.0	-2%	4%	5	-20%
25	CCO/C=C1/C(=O)N(c2ccccc2OC)C(=O)c2ccccc21	4%	-28%	1%	0.4	8%	0%	-3	1%
26	N#Cc1c(-c2ccc(Cl)cc2)c2c([nH]c1=O)-c1ccccc1OC2	4%	u	-4%	-1.6	5%	-9%	2	1%
27	CCOc1cc(C2C(C(C)=O)=C(C)Nc3ncnn32)ccc1O (configuration not stated)	1%	1%	-1%	0.6	2%	2%	2	6%
28	Cc1cccc(C)c1NC(=O)CN1CCN(C(=O)c2cc(C3CC3)nn2-c2ccccc2)CC1	-13%	-13%	x	-0.9	-11%	8%	1	-15%
29	CC1CCc2c(sc(NC(=O)CN3CCN(C(=O)c4ccco4)CC3)c2C#N)C1 (configuration not stated)	1%	-4%	-1%	1.5	0%	-10%	1	-11%
30	COc1ccccc1OCC(=O)N/N=C1\CCCCc2ccccc21	-26%	7%	0%	-2.0	4%	-5%	10	0%

Of the compounds above, 6 contain an aryl methoxy group:
entry	SMILES	EPAC2 antag	PLK1 PBD block	MmCpn inh	CCT chaperon mod	EPAC1 ag	WRN inhibitor	PI5P4Ka inh	EPAC1 antag
6	COc1ccc(C2C(C#N)=C(N)OC(C(C)(C)C)=C2C#N)cc1OC (configuration not stated)	9%[57.1 µM]	-15%	0%	-1.0	-8%	-2%	-9	-3%
19	COc1cc(OC)c2c(c1)C(=O)OC2	7%	2%	1%	-0.3	4%	0%	-6	5%
20	COc1ccc(C(=O)NNS(=O)(=O)c2ccc(OC)cc2)cc1	-8%	-1%	1%	0.3	11%	9%	0	13%
21	COc1ccc(OC)c2[nH]c(C(=O)O)cc12	-2%	-9%	-5%	-0.2	9%	-7%	x	4%
25	CCO/C=C1/C(=O)N(c2ccccc2OC)C(=O)c2ccccc21	4%	-28%	1%	0.4	8%	0%	-3	1%
30	COc1ccccc1OCC(=O)N/N=C1\CCCCc2ccccc21	-26%	7%	0%	-2.0	4%	-5%	10	0%

Going on with the list.
entry	SMILES	EPAC2 antag	PLK1 PBD block	MmCpn inh	CCT chaperon mod	EPAC1 ag	WRN inhibitor	PI5P4Ka inh	EPAC1 antag
31	C=C(C)C(=O)Nc1ccc(OC(F)(F)C(F)F)c(NC(=O)C(=C)C)c1	-1%	u	-1%	-0.7	5%	u	7	-17%
32	CC1=C(C(=O)N(C)C)CC(CC(=O)NC(c2ccccc2)c2ccccc2)C(=O)N1Cc1ccc(C(C)(C)C)cc1 (configuration not stated)	-6%	-7%	x	-0.4	-13%	-2%	0	u
33	CC(=O)OC1CC2(C)C(C(C)=O)CCC2C2CCC3=CC(=O)CCC3(C)C12 (configuration not stated)	-4%	-2%	x	-0.3	-3%	7%	4	-2%
34	O=C(Cn1cc(C(F)(F)F)ccc1=O)N1CCN(S(=O)(=O)c2ccccc2)CC1	6%	-14%	0%	0.1	4%	1%	1	-13%
35	Cc1cc(O)c(/C=N/OCc2ccc(Cl)cc2Cl)c(=O)o1	-2%	u	-1%	-1.3	9%	-10%	-7	-5%
36	Cc1ccnc(N2CCCC(C(=O)Nc3cccc(C)c3C)C2)n1 (configuration not stated)	1%	0%	-1%	-2.1	0%	0%	3	-3%
37	CN1CCN(C(=O)c2ccccc2Nc2ccc(SC(F)F)cc2)CC1	-1%	-9%	-2%	-2.8	0%	1%	1	-6%
38	O=C(NCCN1CCCC1)C(c1ccccc1)c1ccccc1	u	-13%	1%	1.2	-3%	-6%	0	-9%
39	O=S(=O)(Nc1ccncc1)c1cc(Cl)ccc1Cl	5%	-7%	1%	-0.3	9%	9%	3	4%
40	COc1cc(OC)cc(C(=O)N2CCN(c3ccccn3)CC2)c1	-7%	-8%	-1%	0.3	1%	2%	0	-5%
41	Cc1nnc(NC(=O)CSc2cn(Cc3ccccc3)c3ccccc23)s1	1%	-24%	-1%	1.0	-9%	-4%	6	-11%
42	Cc1ccc(C)c(NC(=O)Cc2nc(CNCC(C)C)cs2)c1	-2%	-9%	1%	1.7	6%	-22%	-4	-4%
43	COc1cccc(C(=O)N2CCC(C(=O)NCc3ccco3)CC2)c1	10%	-21%	3%	-4.5	-9%	-3%	9	-8%
44	Cc1cc(C(=O)NCCCn2ccnc2)sc1-c1ccccc1	-3%	-25%	-11%	-0.9	6%	-2%	x	-2%
45	CCOc1ccc(CCNC(=O)COC(=O)C2CCN(S(=O)(=O)c3ccc(C)c(C)c3)CC2)cc1OCC	-13%	0%	1%	-2.8	7%	-26%	14	-10%
46	COc1ccc(C(=O)NCc2ccccc2OC)cc1	0%	-3%	0%	0.2	-3%	-4%	x	1%
47	CC(C)Oc1ccc(Cn2c(-c3ccco3)n[nH]c2=S)cc1	2%	-18%	-4%	-0.8	7%	-5%	0	-11%
48	CCN1C(=O)C(C(=O)c2ccccc2)SC1=S (configuration not stated)	9%	u	0%	1.0	-5%	-4%	-2	12%
49	COc1ccc(OC2C(=O)N(Cc3ccc(F)cc3)C2c2cc(OC)c(OC)c(OC)c2)cc1 (configuration not stated)	4%	0%	-1%	-8.3	4%	-22%	10	-14%
50	O=C(CN1C(=O)COc2ccc(Cl)cc21)Nc1ccccn1	2%	-7%	-4%	-1.8	-5%	-27%	-7	-10%
51	CCOC(=O)N1CCC(NC(=O)Cn2nc(Cc3ccncc3)c3ccccc3c2=O)CC1	4%	-6%	2%	-2.1	21%	-2%	0	5%
52	COc1ccc(-c2cc(C(=O)Nc3ccc(NC(C)=O)cc3)[nH]n2)c(C)c1	-2%	4%	x	-1.4	-3%	-6%	-1	-7%

These rows are one share of the data; rates above refer to the full screens.
